Bioassay records (PubChem BioAssay)
KRASV12 cytotoxicity = cytotoxicity in KRAS-transformed pancreatic duct cells, primary screen, cell-based, fluorescence, HTS (AID 431); HPDE-C7K KRASV12 cells, Alamar Blue viability, 48 h; higher % means a stronger effect; cytotoxicity, % at 10 µM, or EC50 in µM where a hit was titrated; hit rate 1.7% among 63,000;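 active means compounds whose percent cytotoxicity in the single-dose primary screen, scaled between solvent and toxic-drug controls, exceeds 50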;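 further: 0% = DMSO solvent wells and 100% = doxorubicin-treated wells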
TNAP inhibition = human TNAP enzyme inhibitors, biochemical, luminescent (AID 518); inhibition, % at 20 µM, or IC50 in µM where a hit was titrated; hit rate 0.09% among 64,000; purified TNAP enzyme, luminescent substrate readout; higher % means a stronger effect; Alkaline phosphatase, tissue-nonspecific isozyme (Homo sapiens); in the data active means a potency from the dose series; inactive means the rest, 99 in 100 with inhibition below about 22%;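 further: plate controls were vehicle for no effect and reference inhibitor for full effect; many of its hits are not listed in these tables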
HT1080 cytotoxicity = cytotoxicity in HT1080 fibrosarcoma cells, cell-based, fluorescence readout (AID 620); cytotoxicity, % at 10 µM, or EC50 in µM where a hit was titrated; HT1080 viability, fluorescence; higher % means a stronger effect; hit rate 0.42% among 87,000;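 further: cells exposed to compound overnight then 4 h with Alamar Blue; 0% = vehicle DMSO and 100% = killing control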
Spn MK inh = S. pneumoniae MK inhibitors, primary screen, biochemical, PK/LDH-coupled NADH absorbance. inhibition, % at 10 µM. AID 555, 2006. mevalonate kinase [Streptococcus pneumoniae D39]. hit rate 0.48% among 65,000. purified MK, PK/LDH-coupled NADH absorbance 340 nm;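 active means ranked among the strongest by inhibition in the single 10 µM screen, a fixed top-ranked set picked for dose follow-up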; further: no value below 0 was filed
Spn PMK inh = S. pneumoniae PMK inhibitors, primary screen, biochemical, mevalonate pathway, pilot trial included. phosphomevalonate kinase (Streptococcus pneumoniae D39). purified PMK, PK/LDH-coupled NADH absorbance 340 nm. inhibition, % at 10 µM. hit rate 0.49% among 65,000;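 active means top-ranked compounds by inhibition in the single 10 µM screen, taking a fixed number of the strongest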;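 further: 0% = full reaction with DMSO carrier and 100% = background rate without enzyme reaction; no value below 0 was filed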
HPDE-C7 cytotoxicity = cytotoxicity in HPDE-C7 cells, cell-based, fluorescence, HTS (AID 430) | HPDE-C7 pancreatic duct cells viability, fluorescence; higher % means a stronger effect | one-dose cytotoxicity, % at 10 µM; EC50 in µM for titrated hits | hit rate 1.8% among 63,000;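 further: cells exposed to compound for 48 hours before viability readout; 0% = vehicle and 100% = reference cytotoxic drug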
Spn DPM-DC inh = S. pneumoniae DPM-DC inhibitors, primary screen, biochemical, PK/LDH-coupled NADH fluorescence; diphosphomevalonate decarboxylase (Streptococcus pneumoniae D39); hit rate 0.49% among 65,000; purified DPM-DC; AID 556, 2006; calls only at 10 µM;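 active means the 320 compounds with the highest percent inhibition in the single-dose primary screen, excluding strongly autofluorescent ones, cut at about 32% in these data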;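 further: kinetic rate of NADH fluorescence loss reporting ADP formed by the decarboxylase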
LYP inhibition = LYP phosphatase inhibitors, primary screen, biochemical, DiFMUP fluorescence, recombinant catalytic domain, 10 µM (AID 606) | 52,000 tested, under 10 active | Tyrosine-protein phosphatase non-receptor type 22 (Homo sapiens) | one-dose inhibition, % at 10 µM; IC50 in µM for titrated hits | recombinant LYP catalytic domain, DiFMUP fluorescence; higher % means a stronger effect;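 active means IC50 under 40 µM in the dose-response test; inactive means IC50 of 40 µM or more, or never dose-tested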
Bfl-1 displacement = Bfl-1 inhibitors, primary screen, biochemical, fluorescence polarization, FITC-Bid, mouse (AID 432). Bcl-2-related protein A1 (Mus musculus). FITC-Bid BH3 peptide fluorescence polarization displacement; higher % means a stronger effect. displacement, % at 20 µM; hits with a dose series show IC50 in µM. hit rate 0.02% among 64,000; in the data active means a potency from the dose series; inactive means the rest, 99 in 100 with displacement below about 15%; further: strong numbers were not always called active
Spn PMK inh pilot replicates = also measured in Spn PMK inh; calls as there; inhibition, %; measured here: pilot screen replicates
Spn MK inh pilot replicates = second read-out of Spn MK inh, no call of its own (marks repeat the call); inhibition, %; measured here: pilot screen replicates
Spn DPM-DC inh pilot screen % = further read-out of Spn DPM-DC inh, marked with its call; inhibition, %; measured here: pilot screen trials
* = called active by the depositor; i = inactive; nt = not tested or not shown. Unless noted, no stated cut-off is given here; in the data, active means cytotoxicity above about 50%; inactive means the rest.

SMILES | KRASV12 cytotoxicity | TNAP inhibition | HT1080 cytotoxicity | Spn MK inh | Spn PMK inh | HPDE-C7 cytotoxicity | Spn DPM-DC inh | LYP inhibition | Bfl-1 displacement | others
CCOC(=O)C1=C(N)OC(C)=C(C(=O)OCCOC)C12C(=O)Nc1ccccc12 (configuration not stated) | -22% | 13% | -30% | 1 | 12 | -33% | i | nt | 1% | Spn PMK inh pilot replicates=5.0;Spn MK inh pilot replicates=0.0;Spn DPM-DC inh pilot screen %=4.5
CCOC(=O)c1cncn1C(C)c1ccccc1 (configuration not stated) | 3% | 7% | 5% | 6 | 0 | -14% | i | 10% | -1%
CC(C)N1CC=C(c2c[nH]c3ccccc23)CC1 | -9% | 6% | 1% | 9 | 10 | -10% | i | 8% | 0%
O=C(Cn1cc(C(=O)c2ccccc2F)c2ccccc21)NCc1ccco1 | 2% | 10% | 2% | 11 | 3 | -12% | i | 9% | -8%
c1ccc2c(CCNC3=NCCC3)c[nH]c2c1 | 3% | 13% | 17% | 0 | 14 | -16% | i | nt | -2%
COc1ccc(S(=O)(=O)NC(CC(=O)N2CCC3(CC2)OCCO3)c2ccco2)cc1 (configuration not stated) | -13% | 15% | -8% | 5 | 0 | -3% | i | 12% | 14% | Spn PMK inh pilot replicates=1.5;Spn MK inh pilot replicates=0.5;Spn DPM-DC inh pilot screen %=2.0
CSC1=NP(=S)(SC)N2CCCC2=C1C#N (configuration not stated) | nt | 11% | -2% | 12 | 10 | nt | i | nt | -6%
O=C(CCCn1c(=O)[nH]c2cc(Cl)ccc2c1=O)N1CCC2(CC1)OCCO2 | -2% | 8% | 1% | 2 | 17 | -15% | i | -7% | -9%
CCN1c2nc3ccccn3c(=O)c2CC2(C(=O)N(C)C(=O)N(C)C2=O)C1C (configuration not stated) | -18% | 3% | -1% | 6 | 15 | -9% | i | 4% | 0% | Spn PMK inh pilot replicates=0.0;Spn MK inh pilot replicates=0.0;Spn DPM-DC inh pilot screen %=2.0
CCCCn1c(C)c(C(=O)OCC)c2c(CN3CCOCC3)c(O)ccc21 | 1% | 15% | 1% | 5 | 8 | -7% | i | 6% | -1% | Spn PMK inh pilot replicates=6.0;Spn MK inh pilot replicates=0.5;Spn DPM-DC inh pilot screen %=0.0
CC(C)Cc1[nH]c(=O)c(C#N)c2c1CCC2 | -4% | 7% | 9% | 6 | 4 | 6% | nt | 3% | -3%
CCn1c(=O)n(CC(=O)N2CCC3(CC2)OCCO3)c(=O)c2ccccc21 | nt | nt | 5% | 1 | 13 | nt | i | 11% | nt
Cc1cccc(N2C(=O)NC(=O)C3(Cc4cc(C)ccc4N(C)C3)C2=O)c1 (configuration not stated) | 21% | 6% | 3% | 9 | 0 | 3% | i | 3% | 2%
CC1(C)NCCN2C(=O)CSC21 (configuration not stated) | 6% | 19% | 11% | 9 | 0 | 6% | i | nt | -11%
O=C1CC(C(=O)N2CCC3(CC2)OCCO3)CN1CCc1ccccc1 (configuration not stated) | -6% | 11% | 2% | 7 | 13 | -13% | i | nt | 4%
CCCCCCn1c(O)c(C=NC2CCCCC2N)c(=O)[nH]c1=O (configuration not stated) | -10% | 2% | 15% | 3 | 7 | -16% | i | 20% | -2%
CCCn1nc2ccccc2c1P(=O)(N1CCOCC1)N1CCOCC1 | 8% | 5% | 3% | 2 | 14 | -6% | i | 0% | 2%
CSc1ccc(C(=O)C(C)(C)N2CCOCC2)cc1 | -3% | 11% | 24% | 5 | 11 | -8% | i | -1% | -5% | Spn PMK inh pilot replicates=0.5;Spn MK inh pilot replicates=1.5;Spn DPM-DC inh pilot screen %=2.5
CC(C)NS(=O)(=O)c1ccc(OCC(=O)N2CCN(Cc3ccccc3)CC2)c(Cl)c1 | -16% | 7% | -6% | 7 | 0 | 2% | i | -1% | -4%
O=c1c2ccccc2nc(CN2CCOCC2)n1-c1ccccc1F | 3% | 1% | 5% | 5 | 0 | 9% | i | 2% | -10%
Cc1nc2ccccc2n1C1CCN(Cc2nnnn2CCc2ccccc2)CC1 | -5% | 10% | 12% | 8 | 0 | -2% | i | 2% | 3%
CC(=O)[C@@]1(O)CC[C@H]2[C@@H]3CC=C4C[C@@H](O)CC[C@]4(C)[C@H]3CC[C@@]21C | -9% | 11% | -1% | 1 | 5 | -12% | i | 25% | -2% | Spn PMK inh pilot replicates=5.5;Spn MK inh pilot replicates=0.0;Spn DPM-DC inh pilot screen %=3.0
c1cncc(CNC2=NCCC2)c1 | -3% | 8% | 4% | 5 | 11 | -3% | i | -5% | 13%
CC(NC(=O)Oc1ccccc1)C(c1cccs1)N1CCOCC1 (configuration not stated) | nt | nt | 13% | 0 | 12 | nt | i | 15% | nt
CN1C(=O)N(C)C(=O)C(CCc2ccncc2)(Cc2ccc3c(c2)OCO3)C1=O | 5% | 6% | 2% | 13 | 0 | -19% | i | 10% | -6%

Entries shown so far with a furan ring, fused or not (two):
SMILES | KRASV12 cytotoxicity | TNAP inhibition | HT1080 cytotoxicity | Spn MK inh | Spn PMK inh | HPDE-C7 cytotoxicity | Spn DPM-DC inh | LYP inhibition | Bfl-1 displacement | others
O=C(Cn1cc(C(=O)c2ccccc2F)c2ccccc21)NCc1ccco1 | 2% | 10% | 2% | 11 | 3 | -12% | i | 9% | -8%
COc1ccc(S(=O)(=O)NC(CC(=O)N2CCC3(CC2)OCCO3)c2ccco2)cc1 (configuration not stated) | -13% | 15% | -8% | 5 | 0 | -3% | i | 12% | 14% | Spn PMK inh pilot replicates=1.5;Spn MK inh pilot replicates=0.5;Spn DPM-DC inh pilot screen %=2.0

Returning to the listing; the 6 compounds before the break are reprinted first.
SMILES | KRASV12 cytotoxicity | TNAP inhibition | HT1080 cytotoxicity | Spn MK inh | Spn PMK inh | HPDE-C7 cytotoxicity | Spn DPM-DC inh | LYP inhibition | Bfl-1 displacement | others
O=c1c2ccccc2nc(CN2CCOCC2)n1-c1ccccc1F | 3% | 1% | 5% | 5 | 0 | 9% | i | 2% | -10%
Cc1nc2ccccc2n1C1CCN(Cc2nnnn2CCc2ccccc2)CC1 | -5% | 10% | 12% | 8 | 0 | -2% | i | 2% | 3%
CC(=O)[C@@]1(O)CC[C@H]2[C@@H]3CC=C4C[C@@H](O)CC[C@]4(C)[C@H]3CC[C@@]21C | -9% | 11% | -1% | 1 | 5 | -12% | i | 25% | -2% | Spn PMK inh pilot replicates=5.5;Spn MK inh pilot replicates=0.0;Spn DPM-DC inh pilot screen %=3.0
c1cncc(CNC2=NCCC2)c1 | -3% | 8% | 4% | 5 | 11 | -3% | i | -5% | 13%
CC(NC(=O)Oc1ccccc1)C(c1cccs1)N1CCOCC1 (configuration not stated) | nt | nt | 13% | 0 | 12 | nt | i | 15% | nt
CN1C(=O)N(C)C(=O)C(CCc2ccncc2)(Cc2ccc3c(c2)OCO3)C1=O | 5% | 6% | 2% | 13 | 0 | -19% | i | 10% | -6%
COc1cc(CN2C(=O)NC(=O)C3(Cc4cc(C)ccc4N(C)C3)C2=O)cc(OC)c1 (configuration not stated) | 13% | 13% | 27% | 9 | 15 | 5% | i | 9% | -4%
COc1ccc(C(=O)CC2C(=O)N(C)C(=O)N(C)C2=O)cc1 | 3% | -8% | -6% | 1 | 12 | 6% | i | 0% | 24%
COc1ccc(N2CCN(CCCN)CC2)cc1 | 5% | 12% | 0% | 1 | 0 | 6% | i | 6% | 7% | Spn PMK inh pilot replicates=1.0;Spn MK inh pilot replicates=0.5;Spn DPM-DC inh pilot screen %=0.0
O=C1CC(N2CCC(n3c(=O)[nH]c4ccccc43)CC2)C(=O)N1c1ccc(F)cc1 (configuration not stated) | -8% | 20% | 2% | 13 | 2 | -16% | i | 10% | 7% | Spn PMK inh pilot replicates=7.0;Spn MK inh pilot replicates=0.0;Spn DPM-DC inh pilot screen %=2.0
COc1ccccc1N1CCN(Cc2c(F)cccc2Cl)CC1 | 4% | 13% | nt | 13 | 0 | -4% | i | 6% | -2%
Fc1cccc(F)c1CN1CCN(Cc2c(F)cccc2F)CC1 | 11% | 7% | -5% | 2 | 4 | 5% | i | -5% | -5%
O=C(Nc1ccccc1OC(=O)N1CCCCC1)N1CCCCC1 | 4% | 12% | -6% | 0 | 4 | -1% | i | -4% | -4%
CCCCn1c(O)c(C(C)=NCCCN(C)C)c(=O)[nH]c1=O | 12% | 13% | 10% | 7 | 6 | -26% | i | 0% | -3%
CCC(=Nc1ccc2c(c1)CCC2)c1c(O)n(C2CCCCC2)c(=O)[nH]c1=O | -21% | 8% | -2% | 1 | 4 | -9% | i | -3% | 0%
CCOc1ccccc1C1SCC(=O)Nc2c1c(=O)[nH]n2C(CC)CC (configuration not stated) | -2% | 6% | 0% | 9 | 0 | -4% | i | 14% | 2%
Cc1oc(-c2ccccc2F)nc1CS(=O)CC(=O)N1CCC2(CC1)OCCO2 (configuration not stated) | -7% | 4% | 23% | 12 | 6 | -8% | i | nt | -3%
COc1ccc2c(c1)CC1(CN2C)C(=O)NC(=O)N(CCc2ccccc2)C1=O (configuration not stated) | 7% | 16% | 19% | 13 | 11 | -3% | i | nt | -2%
Cc1ccc2c(c1)N(CCC(=O)N1CCC3(CC1)OCCO3)C(=O)CO2 | -7% | 0% | -4% | 9 | 7 | -3% | i | -5% | 2%
Cc1cccc(-n2c(-c3ccco3)nc3ccccc3c2=O)n1 | 3% | 10% | -1% | 5 | 20 | 0% | i | -4% | 0% | Spn PMK inh pilot replicates=1.5;Spn MK inh pilot replicates=1.0;Spn DPM-DC inh pilot screen %=0.0
CCCCOCCCn1c(N)c(C(=O)OC(C)COC)c2nc3ccccc3nc21 (configuration not stated) | 42% | 7% | 7% | 13 | 8 | 34% | nt | nt | -1%
CCCCCCC(N)CC(=O)O (configuration not stated) | -7% | 9% | 9% | 10 | 0 | 3% | i | 3% | -5% | Spn PMK inh pilot replicates=2.0;Spn MK inh pilot replicates=0.0;Spn DPM-DC inh pilot screen %=0.5
C=C(C)CSc1nnc([C@@H](N)Cc2c[nH]c3ccccc23)o1 | 9% | 4% | -18% | 9 | 2 | 5% | i | nt | -4%
CCOC(=O)c1ccc(N2C(=O)CC(N3CCC(C#N)(c4ccccc4)CC3)C2=O)cc1 (configuration not stated) | -11% | 8% | 6% | 5 | 4 | -6% | i | 8% | -1%
CCN(CC)CCOC(=O)c1cc2cc(COC)ccc2o1 | 5% | 6% | 6% | 9 | 12 | 6% | i | 14% | 1%
Nc1ccc(S(=O)(=O)N2CC3CC(C2)c2cccc(=O)n2C3)cc1 (configuration not stated) | 0% | 0% | -6% | 0 | 0 | 4% | i | 13% | -9%

A portion of the library (hit frequency here may not be typical).
